High-throughput results (PubChem)
CCR6 antagonist = CCR6 receptor antagonists, primary screen, cell-based, CHO-K1, luminescence, beta-arrestin, uHTS | CHO-K1 CCR6 PathHunter beta-arrestin, CCL20-stimulated | 340,000 compounds, 0.49% hits | inhibition, % at 20 µM;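 active = compounds whose inhibition of the agonist-driven luminescence signal at 20 µM reaches about 50%, limit read from the data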;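 also: cells stimulated with CCL20 at 14 nM final; plate controls were DMSO with CCL20 for no effect and DMSO without agonist for full effect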
EBI2 block = EBI2 receptor antagonists, beta-arrestin recruitment, primary screen, cell-based, luminescence, 7a,25-OHC stimulation, uHTS. 7a,25-OHC stimulated. inhibition, % at 5 µM. 360,000 compounds, 0.81% hits; in the data active = inhibition above about 38%;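 also: enzyme fragment complementation signal reports receptor beta-arrestin coupling in cells; 0% = agonist plus DMSO wells and 100% = wells without agonist; some results beyond the cut were filed as inactive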
Target sequence (P32249 whole entry, looked up, the tested form may be a part): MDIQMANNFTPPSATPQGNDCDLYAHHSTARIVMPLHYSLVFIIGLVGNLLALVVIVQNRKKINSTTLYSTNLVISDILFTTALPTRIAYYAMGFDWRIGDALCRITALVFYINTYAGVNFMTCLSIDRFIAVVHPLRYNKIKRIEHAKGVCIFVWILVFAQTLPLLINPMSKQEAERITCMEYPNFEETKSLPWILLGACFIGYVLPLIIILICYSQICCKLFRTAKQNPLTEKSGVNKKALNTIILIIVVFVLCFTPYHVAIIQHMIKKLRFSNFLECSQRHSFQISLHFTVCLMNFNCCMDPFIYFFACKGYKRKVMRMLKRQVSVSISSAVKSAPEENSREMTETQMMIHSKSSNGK
Jurkat NFkB inh = inhibitors of induced NF-kB luciferase reporter, primary screen, TCR NF-kB activation inhibitor project, cell-based, luminescence, uHTS; inhibition, % at 4 µM; Jurkat, PMA/ionomycin-induced NF-kB luciferase reporter; 330,000 compounds, 0.53% hits; in the data active = inhibition above about 50%
UBC13 polyUb = UBC13 polyubiquitin chain formation inhibitors, primary screen, biochemical, TR-FRET, uHTS; Ubiquitin-conjugating enzyme E2 N (Homo sapiens), P61088; inhibition, % at 20 µM; 330,000 compounds, 0.47% hits; AID 485273, 2010; in the data active = inhibition above about 45%, passing the limit was not always enough
CXCR6 block = CXCR6 receptor inhibitors, primary screen, cell-based, beta-arrestin, luminescence, CHO-K1 PathHunter, 1536-well | C-X-C chemokine receptor type 6 (Homo sapiens), O00574 | inhibition, % at 20 µM | 360,000 compounds, 0.36% hits | AID 602244, 2012; in the data active = inhibition above about 34%, passing the limit was not always enough;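 also: antagonist mode with CXCL16 agonist at 10 nM final; 0% = 10 nM CXCL16 with DMSO and 100% = unstimulated wells without agonist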
Target sequence (O00574 whole entry, looked up): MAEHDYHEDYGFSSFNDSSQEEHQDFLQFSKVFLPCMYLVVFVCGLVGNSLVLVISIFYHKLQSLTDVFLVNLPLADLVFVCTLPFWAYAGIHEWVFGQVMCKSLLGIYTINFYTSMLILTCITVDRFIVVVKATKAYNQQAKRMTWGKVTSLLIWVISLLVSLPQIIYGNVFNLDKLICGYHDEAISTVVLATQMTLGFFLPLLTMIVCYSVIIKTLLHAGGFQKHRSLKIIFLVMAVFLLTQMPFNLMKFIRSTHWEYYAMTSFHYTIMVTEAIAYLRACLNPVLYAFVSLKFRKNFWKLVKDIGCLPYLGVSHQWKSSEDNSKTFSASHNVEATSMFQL
APJ antag = antagonists of human apelin receptor APJ, primary screen, CHO-K1 cells, beta-arrestin complementation, luminescence; P35414; inhibition, % at 20 µM; 330,000 compounds, 0.32% hits; AID 2521, 2010;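 active = inhibition above about 40% at 20 µM, limit read from the data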;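 also: cells challenged with 10 nM apelin-13 agonist together with compound; plate controls were apelin-13 plus DMSO wells for no effect and DMSO wells lacking apelin-13 for full effect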
Target sequence (P35414 whole entry, looked up): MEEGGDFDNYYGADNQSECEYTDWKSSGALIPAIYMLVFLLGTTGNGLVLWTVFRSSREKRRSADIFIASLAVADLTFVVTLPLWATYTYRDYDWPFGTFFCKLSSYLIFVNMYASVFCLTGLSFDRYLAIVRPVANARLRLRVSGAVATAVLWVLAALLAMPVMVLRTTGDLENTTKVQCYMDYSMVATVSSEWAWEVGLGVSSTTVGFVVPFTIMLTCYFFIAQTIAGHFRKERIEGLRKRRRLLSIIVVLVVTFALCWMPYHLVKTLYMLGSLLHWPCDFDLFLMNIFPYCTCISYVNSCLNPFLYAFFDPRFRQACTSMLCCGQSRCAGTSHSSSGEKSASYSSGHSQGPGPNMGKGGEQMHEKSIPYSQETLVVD
Gli-Sufu antag = Gli-Sufu pathway antagonists, primary screen, luciferase luminescence, Sufu-KO-LIGHT cells, uHTS | Sufu-KO-LIGHT fibroblasts, Gli luciferase reporter luminescence | inhibition, % at 5 µM | 340,000 compounds, 0.74% hits;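 active = inhibition above about 55%, limit read from the data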;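 also: 0% = DMSO-treated cells and 100% = wells with medium but no cells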
697 NFkB inh = inhibitors of PMA/ionomycin-induced NF-kB reporter, 697 cells, primary screen, B-cell NF-kB inhibitor project, cell-based, luminescence, uHTS. 697 B-cell NF-kB luciferase reporter, 16 h. inhibition, % at 4 µM. 330,000 compounds, 0.33% hits. AID 435022, 2010; in the data active = inhibition above about 35%
Starred values were filed as active, the others as inactive; . = not tested or not shown.

SMILES	CCR6 antagonist	EBI2 block	Jurkat NFkB inh	UBC13 polyUb	CXCR6 block	APJ antag	Gli-Sufu antag	697 NFkB inh
Cc1ccc(N2C(=O)C3C(C2=O)N2C(c4cccs4)C4C(=O)N(c5ccc(C)cc5)C(=O)C4N2C3c2cccs2)cc1 (stereo unspecified)	-1	8	3	-9	1	-2	-3	24
NS(=O)(=O)c1ccc(NC(=S)NC2CCCCCC2)cc1	17	-5	-7	-12	-2	-7	-4	1
O=C(OCC(=O)N1CCCc2ccccc21)c1cc(S(=O)(=O)N2CCOCC2)ccc1O	4	-4	-7	-2	-4	1	-2	19
Cc1ccc(S(=O)(=O)NCc2ccccc2)cc1C(=O)N1CC(C)CC(C)C1 (stereo unspecified)	4	-4	11	1	-1	-2	-19	16
COC(=O)c1cccc(S(=O)(=O)N(Cc2ccco2)Cc2cc3cc(OC)ccc3[nH]c2=O)c1	-16	-14	-13	1	1	4	4	-7
Cc1ccccc1S(=O)Cc1ccc(C(=O)NC2CC2)o1 (stereo unspecified)	6	0	16	10	-9	5	9	9
CCCN(CCC)S(=O)(=O)c1ccc(C(=O)NNc2nc(-c3ccccc3)c3cc(Br)ccc3n2)cc1	14	25	-8	-13	7	22	1	6
Cc1ccc(C(=O)c2cc([N+](=O)[O-])ccc2N2CCOCC2)c(C)c1	0	10	55*	-15	13	-9	47	22
COc1cccc(CNC(=O)CC2Sc3ccccc3NC2=O)c1 (stereo unspecified)	11	6	-13	1	-6	4	3	10
CCOC(=O)Nc1ccc2c(c1)N(C(=O)CCN(C)C)c1ccccc1CC2	11	8	-6	5	-1	7	6	-22

Next section, overlapping the part above by 4 compounds.
SMILES	CCR6 antagonist	EBI2 block	Jurkat NFkB inh	UBC13 polyUb	CXCR6 block	APJ antag	Gli-Sufu antag	697 NFkB inh
CCCN(CCC)S(=O)(=O)c1ccc(C(=O)NNc2nc(-c3ccccc3)c3cc(Br)ccc3n2)cc1	14	25	-8	-13	7	22	1	6
Cc1ccc(C(=O)c2cc([N+](=O)[O-])ccc2N2CCOCC2)c(C)c1	0	10	55*	-15	13	-9	47	22
COc1cccc(CNC(=O)CC2Sc3ccccc3NC2=O)c1 (stereo unspecified)	11	6	-13	1	-6	4	3	10
CCOC(=O)Nc1ccc2c(c1)N(C(=O)CCN(C)C)c1ccccc1CC2	11	8	-6	5	-1	7	6	-22
COc1ccccc1N1CCN(CCN(C(=O)c2ccc(F)cc2)c2ccccn2)CC1	8	10	-2	9	10	7	3	7
O=C1/C(=C/c2ccc(F)cc2)SC(=S)N1CCCC(=O)N1CCCCC1CCO (stereo unspecified)	16	15	11	-10	-2	11	-15	-3
CC1CCN(CC(O)COc2ccc(OCC(O)CN3CCC(C)CC3)cc2)CC1 (stereo unspecified)	0	-13	-45	0	-1	0	9	-20
COc1ccc(OCCC(=O)OCC(=O)NC2CCCCC2)cc1	0	-1	3	-5	0	5	1	-37
COc1ccc(S(=O)(=O)N2CCCCCC2)cc1C(=O)N(C)Cc1cccc(OC)c1OC	1	-18	-4	3	-4	6	13	-12
Cc1nc2ccccc2nc(C)c1=NOCc1cccc(Cl)c1	15	3	4	2	-3	2	-2	-22
O=C(O)CSc1ccccc1C(=O)O	-6	-1	-2	2	-2	4	4	4
NC(=O)C1(N2CCCCC2)CCN(C(=O)CSc2nc3ccccc3o2)CC1	5	2	9	1	-1	7	-10	4
COc1cc(/C=C\C(=O)NCc2ccc3[nH]c(C)cc3c2)cc(OC)c1OC	7	30	2	17	13	-3	1	9
O=C(Cc1cccc2ccccc12)Nc1cccnc1	1	-5	9	8	2	-4	-3	14
CCc1nc(SCc2cc(=O)[nH]c3ccccc23)c2c(C)c(C)sc2n1	3	7	.	.	9	.	-20	.
O=C(NCCc1ccccc1)C1CCN(S(=O)(=O)c2cccc3nsnc23)CC1	3	3	2	-5	0	-10	9	-6
O=C(NC(=S)NCCCN1CCOCC1)c1cccc2ccccc12	8	-12	-7	2	2	1	14	5
CC1CCCC(C)N1C(=O)CSc1nc2ncnc(N)c2[nH]1 (stereo unspecified)	3	-7	6	29	0	9	0	21
Cc1cc(C)cc(NC(=O)C(OC(=O)Cn2cnc3c2c(=O)n(C)c(=O)n3C)c2ccccc2)c1 (stereo unspecified)	2	1	9	8	-14	6	-3	5
COCCN(Cc1ccccc1)C(=O)Cc1ccc(OC)c(S(=O)(=O)N2CCOCC2)c1	8	-4	2	8	4	24	0	4
O=C(NCCN1CCCCCC1)C1CCC(CNS(=O)(=O)c2cccc3cccnc23)CC1 (stereo unspecified)	-5	-6	-6	17	2	-9	5	2
O=C(NC(NC1CCS(=O)(=O)C1)C(=O)c1cccs1)c1ccccc1 (stereo unspecified)	3	.	-3	5	.	24	-19	13
CC(=O)N1CCOc2cc(S(=O)(=O)N3CCN(c4ccccc4)CC3)c(Cl)cc21	7	-6	-9	-5	0	-4	-1	9
COc1cc(OC)cc(C(=O)Nn2cc(C(=O)Nc3ccc(F)cc3F)c3ccccc3c2=O)c1	8	-10	14	3	5	1	5	-13

Random excerpt: four records from the list, in no set order.
SMILES	CCR6 antagonist	EBI2 block	Jurkat NFkB inh	UBC13 polyUb	CXCR6 block	APJ antag	Gli-Sufu antag	697 NFkB inh
Cc1ccc(C(=O)c2cc([N+](=O)[O-])ccc2N2CCOCC2)c(C)c1	0	10	55*	-15	13	-9	47	22
CC1CCCC(C)N1C(=O)CSc1nc2ncnc(N)c2[nH]1 (stereo unspecified)	3	-7	6	29	0	9	0	21
Cc1ccc(N2C(=O)C3C(C2=O)N2C(c4cccs4)C4C(=O)N(c5ccc(C)cc5)C(=O)C4N2C3c2cccs2)cc1 (stereo unspecified)	-1	8	3	-9	1	-2	-3	24
O=C(NCCc1ccccc1)C1CCN(S(=O)(=O)c2cccc3nsnc23)CC1	3	3	2	-5	0	-10	9	-6

Next section:
SMILES	CCR6 antagonist	EBI2 block	Jurkat NFkB inh	UBC13 polyUb	CXCR6 block	APJ antag	Gli-Sufu antag	697 NFkB inh
O=C(CN(Cc1ccco1)C(=O)CNS(=O)(=O)c1ccc(F)cc1)NCc1ccccc1	24	-6	-29	-3	6	8	-11	-14
C[C@H](CO)N1C[C@H](C)[C@@H](CN(C)C(=O)NC2CCCCC2)Oc2c(NC(=O)C3CCCCC3)cccc2C1=O	8	0	9	-3	-7	10	-7	5
CCNc1nc(NCC)n2c(SCC(=O)Nc3ccccc3Cl)nnc2n1	3	4	-9	-1	0	8	3	-25
Cc1ccc(NC(=O)c2noc3c2CC(C(C)(C)C)CC3)cc1 (stereo unspecified)	-3	24	-10	-1	0	11	3	12
COc1ccccc1CN1CCCC(C(=O)N2CCCCC2)C1 (stereo unspecified)	13	4	-5	0	-3	17	8	7
O=[N+]([O-])c1cccc(Nc2c([N+](=O)[O-])ccc3nonc23)c1	37	7	-3	-35	-2	25	12	18
CCNC(=O)OCCC12CC3CC(CC(C3)C1)C2	-3	-7	.	.	5	.	-2	.
CC(NC(=O)c1nn(C)c2c1CS(=O)(=O)c1ccccc1-2)c1ccccc1 (stereo unspecified)	15	-5	1	10	-2	10	-44	10
O=C(CCCl)Nc1nnc(SCC(=O)NC2CCCC2)s1	-4	-3	2	6	-6	-2	28	14
CC(C)OCCCNC(=O)C1CCC(CNS(=O)(=O)c2ccccc2)CC1 (stereo unspecified)	-1	-8	-2	8	2	-14	3	11
CC(CC(=O)Nc1ccc(F)cc1)S(=O)(=O)c1ccc2c(c1)NC(=O)CO2 (stereo unspecified)	10	-2	-2	-2	0	-1	-6	-9
CCOc1cc(C(=O)OCc2cccc(OC)c2OC)ccc1OCC(=O)N1CCOCC1	8	4	-54	-8	-1	-22	71*	-29
Cc1[nH]nc2c1[C@@H](c1ccccc1[N+](=O)[O-])C(C#N)=C(N)O2	12	-2	2	-8	0	-23	12	-1
COc1ccc(S(=O)(=O)NCC(c2ccc3c(c2)OCO3)N2CCN(C)CC2)cc1OC (stereo unspecified)	-5	0	4	5	19	5	-2	11
O=C(Nc1ccccc1-c1nnn(CC(=O)N2CCCc3ccccc32)n1)c1ccc(Cl)cc1	9	17	11	8	4	8	-24	7
CC(C(=O)N1CCOCCOCCOCC1)N1C(=O)c2ccccc2C1=O (stereo unspecified)	24	-18	6	3	1	6	-1	18
CCOC(=O)c1nc(N/N=C/c2ccccc2)sc1Br	-2	-14	-10	-7	-4	10	-26	-11
COC(=O)CCNS(=O)(=O)c1ccc2nsnc2c1	0	-4	-1	-11	2	1	-8	2
CC1(C)CC(O)(CNCc2ccc3c(c2)OCO3)CCO1 (stereo unspecified)	1	-5	-29	-13	-2	4	2	-25
Oc1ccccc1-c1n[nH]c(=S)n1Cc1ccccc1	0	1	22	7	-12	10	8	5
C[C@H](CO)N1C[C@H](C)[C@@H](CN(C)S(=O)(=O)c2ccccc2)Oc2c(NS(=O)(=O)c3cccs3)cccc2C1=O	12	-9	2	9	-2	1	-2	16
COCCn1c(-c2ccccc2)nc2c(c(=O)c3ccccc3n2C)c1=O	.	.	16	-9	.	-3	.	-2
Fc1ccc(-c2cnc[nH]2)cc1	5	-1	-21	-9	-3	-2	-23	-13
Fc1ccc(COc2ccc(/C=N/n3cnnc3)cc2)cc1	3	-1	-22	0	-16	-9	21	-9
CC(C)(C)NC(=O)C(c1ccncc1)N(CC1CCCO1)C(=O)Cn1nnc(-c2ccc(F)cc2)n1 (stereo unspecified)	3	1	10	-2	-5	-29	2	0
Cc1cnc(-c2nnc(N(C)C(=O)c3cccnc3)s2)cn1	-21	-7	-26	-18	1	13	-18	-4
CCn1ccnc1CN1CCN(CCC(C)C)C(CCO)C1 (stereo unspecified)	-3	-2	9	-7	-2	-18	-14	7
COc1ccc(NC(=O)c2nn(C)c(C(=O)Nc3ccc(OC)cc3)c2[N+](=O)[O-])cc1	8	5	11	3	-1	14	5	0
CN1C(=O)S/C(=C\c2ccccc2OCc2ccc(C(=O)O)cc2)C1=O	7	4	5	-3	-5	9	3	12
CCOC(=O)c1cccc(NC(=O)c2ccco2)c1	16	-3	-23	4	0	8	-16	-10
O=C(NCc1ccccc1)C(c1cccnc1)N(C(=O)c1ccccn1)c1ccccc1F (stereo unspecified)	12	0	-15	0	-12	-17	0	5
O=c1[nH]c(CN2CCc3ccccc3C2)nc2ccccc12	9	-7	8	43	-6	4	4	-5
CCOc1ccc(-n2c(Cc3cc(=O)[nH]c(=O)[nH]3)nnc2SCC(=O)NC2CCCC2)cc1	-10	0	0	6	-6	21	12	10
COc1ccc(NC(=O)c2cncn2-c2ccccc2)cc1	18	6	8	3	0	17	5	-3
C=CCn1c(=O)c2ccccc2n2c(=S)[nH]nc12	24	8	4	-2	4	5	7	-1
COc1cc(N2C(=O)C=CC2=O)ccc1N1C(=O)C=CC1=O	107*	23	.	.	106*	.	17	.
COc1ccc(-c2c(-c3ccc4c(c3)OCO4)noc2C)cn1	5	-6	-2	8	6	13	-12	-3
Cc1cc(C(=O)O)sc1C	-14	2	6	6	-6	-9	35	20
CCOC(=O)c1c(C)[nH]c(C(=O)COC(=O)c2ccc([N+](=O)[O-])o2)c1C	-5	-36	2	-9	-20	-6	2	8
CC1CN(c2ccccc2)C(=O)CS1 (stereo unspecified)	5	2	5	4	6	-4	3	9
CN(C)S(=O)(=O)c1ccc(Cl)c(NC(=O)C2CCN(S(=O)(=O)c3cccs3)CC2)c1	7	0	6	1	-11	1	4	14
COc1cccc(N2CCN(C(=O)c3ccc(CSc4nc5ccncc5[nH]4)cc3)CC2)c1	-10	2	3	3	-4	7	7	-16
Cc1c(NC(=O)OCc2ccccc2)c(=O)n(-c2ccccc2)n1C	11	-4	2	-2	2	10	10	0
CCOC(=O)c1ccc(Nc2ccc([N+](=O)[O-])cn2)cc1	-2	-8	-68	12	5	-4	3	-57
CCc1nc(N2CCN(C(=O)c3ccccc3)CC2)c(C#N)c2c1COC(C)(C)C2	12	1	8	2	6	-17	-3	-8
CCOC(=O)N1CCN(C(=O)CN(c2ccccc2OC)S(=O)(=O)c2ccc(OC)cc2)CC1	-10	-8	-13	-10	-3	-5	1	17
